mHTT-CaM PPI inh: disrupts binding of mutant huntingtin to calmodulin. AlphaScreen His-mHTT/GST-CaM binding, luminescence. AID 1671202. 190,000 tested, 3.6% active. P42858. inhibition, % at 15 µM;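 note: 0% = both proteins with DMSO and 100% = one protein alone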
Target sequence (P42858 whole entry, looked up, stated change not applied): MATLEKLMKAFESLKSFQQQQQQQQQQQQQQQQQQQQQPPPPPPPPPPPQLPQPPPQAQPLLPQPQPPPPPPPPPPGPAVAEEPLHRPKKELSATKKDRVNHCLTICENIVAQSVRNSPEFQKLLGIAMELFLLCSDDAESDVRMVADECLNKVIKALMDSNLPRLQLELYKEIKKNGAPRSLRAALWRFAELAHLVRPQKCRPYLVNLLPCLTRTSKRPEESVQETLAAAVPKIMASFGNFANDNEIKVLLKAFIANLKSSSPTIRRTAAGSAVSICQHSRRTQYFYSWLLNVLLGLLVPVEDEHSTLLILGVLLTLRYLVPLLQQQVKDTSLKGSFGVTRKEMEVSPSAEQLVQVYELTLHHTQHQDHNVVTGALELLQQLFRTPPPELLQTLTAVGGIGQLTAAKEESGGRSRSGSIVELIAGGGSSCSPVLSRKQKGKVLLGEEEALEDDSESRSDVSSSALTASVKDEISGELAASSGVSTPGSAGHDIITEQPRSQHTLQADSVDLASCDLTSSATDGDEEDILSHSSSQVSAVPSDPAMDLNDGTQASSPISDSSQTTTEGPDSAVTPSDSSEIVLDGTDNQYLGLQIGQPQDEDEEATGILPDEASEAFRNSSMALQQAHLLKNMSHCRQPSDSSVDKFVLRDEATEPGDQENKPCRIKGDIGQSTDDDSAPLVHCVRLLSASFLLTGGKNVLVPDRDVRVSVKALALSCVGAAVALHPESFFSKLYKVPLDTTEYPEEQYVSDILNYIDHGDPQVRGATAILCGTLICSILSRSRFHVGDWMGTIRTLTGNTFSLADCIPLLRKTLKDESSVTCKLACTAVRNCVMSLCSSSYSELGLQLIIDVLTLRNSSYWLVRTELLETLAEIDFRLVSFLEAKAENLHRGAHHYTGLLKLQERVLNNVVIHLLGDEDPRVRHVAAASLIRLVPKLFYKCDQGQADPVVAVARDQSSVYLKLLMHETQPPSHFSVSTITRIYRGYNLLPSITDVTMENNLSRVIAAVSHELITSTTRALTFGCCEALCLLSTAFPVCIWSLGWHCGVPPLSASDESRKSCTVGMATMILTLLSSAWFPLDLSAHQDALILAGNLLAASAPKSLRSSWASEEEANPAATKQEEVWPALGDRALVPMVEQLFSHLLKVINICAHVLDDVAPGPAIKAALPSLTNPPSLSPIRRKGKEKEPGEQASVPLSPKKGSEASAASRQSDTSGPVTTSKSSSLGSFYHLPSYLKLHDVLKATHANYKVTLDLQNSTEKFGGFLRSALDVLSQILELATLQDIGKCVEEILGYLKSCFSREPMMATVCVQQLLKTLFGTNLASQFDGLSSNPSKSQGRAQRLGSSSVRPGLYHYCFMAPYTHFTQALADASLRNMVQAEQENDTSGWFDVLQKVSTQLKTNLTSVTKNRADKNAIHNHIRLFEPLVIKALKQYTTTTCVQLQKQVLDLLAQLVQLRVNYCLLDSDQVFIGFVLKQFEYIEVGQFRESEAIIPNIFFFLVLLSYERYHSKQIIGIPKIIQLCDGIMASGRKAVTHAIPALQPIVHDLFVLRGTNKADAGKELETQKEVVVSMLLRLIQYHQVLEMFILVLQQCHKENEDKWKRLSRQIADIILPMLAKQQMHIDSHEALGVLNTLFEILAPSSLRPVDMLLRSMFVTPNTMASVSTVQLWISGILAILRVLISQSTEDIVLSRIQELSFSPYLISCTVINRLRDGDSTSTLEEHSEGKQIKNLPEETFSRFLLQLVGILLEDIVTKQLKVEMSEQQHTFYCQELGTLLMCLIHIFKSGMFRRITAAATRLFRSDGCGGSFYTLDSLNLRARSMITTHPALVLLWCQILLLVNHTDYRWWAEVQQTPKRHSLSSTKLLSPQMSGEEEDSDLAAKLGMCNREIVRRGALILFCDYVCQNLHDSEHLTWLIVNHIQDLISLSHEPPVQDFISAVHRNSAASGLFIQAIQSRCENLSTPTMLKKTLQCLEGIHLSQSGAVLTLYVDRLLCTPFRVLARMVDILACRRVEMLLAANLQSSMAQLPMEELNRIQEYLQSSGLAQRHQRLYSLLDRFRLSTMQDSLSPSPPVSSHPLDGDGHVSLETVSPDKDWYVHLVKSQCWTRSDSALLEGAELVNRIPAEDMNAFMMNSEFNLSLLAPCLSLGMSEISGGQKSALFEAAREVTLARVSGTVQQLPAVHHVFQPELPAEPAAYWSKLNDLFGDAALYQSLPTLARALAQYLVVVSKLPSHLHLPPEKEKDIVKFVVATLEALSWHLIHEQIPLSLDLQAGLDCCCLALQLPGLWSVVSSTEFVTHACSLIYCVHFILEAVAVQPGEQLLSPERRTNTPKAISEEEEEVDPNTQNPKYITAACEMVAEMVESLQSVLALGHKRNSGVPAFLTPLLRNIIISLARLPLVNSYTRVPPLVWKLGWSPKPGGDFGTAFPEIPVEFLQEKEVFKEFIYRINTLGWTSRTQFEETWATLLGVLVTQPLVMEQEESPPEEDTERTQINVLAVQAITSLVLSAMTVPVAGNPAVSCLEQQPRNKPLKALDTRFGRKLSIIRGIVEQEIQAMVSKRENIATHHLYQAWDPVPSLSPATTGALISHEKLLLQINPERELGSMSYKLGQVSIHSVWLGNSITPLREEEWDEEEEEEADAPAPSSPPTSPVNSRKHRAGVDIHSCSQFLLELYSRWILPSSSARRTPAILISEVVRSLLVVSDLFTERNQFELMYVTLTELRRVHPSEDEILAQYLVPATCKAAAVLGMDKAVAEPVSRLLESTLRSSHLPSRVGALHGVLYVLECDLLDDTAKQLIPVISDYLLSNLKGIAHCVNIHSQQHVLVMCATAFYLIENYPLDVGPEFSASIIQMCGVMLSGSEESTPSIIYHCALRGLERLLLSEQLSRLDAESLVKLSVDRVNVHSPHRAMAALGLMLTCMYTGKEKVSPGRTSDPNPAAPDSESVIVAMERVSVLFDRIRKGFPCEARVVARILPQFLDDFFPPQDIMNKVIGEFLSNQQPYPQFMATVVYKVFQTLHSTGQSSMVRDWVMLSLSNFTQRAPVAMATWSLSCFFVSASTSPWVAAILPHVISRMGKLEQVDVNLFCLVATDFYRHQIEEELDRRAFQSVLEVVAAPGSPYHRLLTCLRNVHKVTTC
Pf apPOL inh: Pf-apPOL DNA polymerase inhibition. inhibition, % at 10 µM. Recombinant Pf-apPOL, molecular beacon fluorescence, 1.5 h. 210,000 tested, 0.25% active
Starred values were filed as active, the others as inactive; i = inactive; . = no result given; & = joins results of further samples. Cut-off read from the data, not from the text of the source: active = inhibition above about 50%; inactive = the rest. This is a random part of the collection (roughly 3.5% active in at least one column).

SMILES | mHTT-CaM PPI inh | Pf apPOL inh
COc1ccc(C2C(C#N)=C(SC)NC(C)=C2C(=O)Nc2ccccc2C)cc1OC (stereo not given) | 20.0 | -9.1
COc1ccc(CCC(=O)NCC(c2cccc3ccccc23)N2CCOCC2)cc1 (stereo not given) | 17.1 | -2.0
Cc1ccc(C2=NN(C(=O)CCC(=O)O)C(Cc3cc4cccc(C)c4nc3Cl)C2)cc1 (stereo not given) | 17.0 | 1.6
COc1ccc(CNC(=O)NCC2(c3ccccc3)CCOCC2)cc1OC | -12.3 | -6.4
CCOc1ccccc1/C=C1/N=C(c2cc(Br)ccc2OC)OC1=O | -1.0 | -1.5
Cc1ccsc1/C=N\n1c(C2CCCCC2)n[nH]c1=S | i | .
COCCNc1ccnc2c(C)cc(Cl)cc12 | -3.9 | -1.5
COc1c[nH]n(C2CCCCC2)c(=O)c1=O | 7.0 | -4.6
CCOc1ccc(NC(=O)N2CCC(C(=O)NCc3csc(C)n3)CC2)cc1 | -7.5 | -4.3
O=C(Cc1ccccc1)Nc1nnc(-c2ccc3c(c2)OCO3)s1 | 0.0 | -1.7
Clc1cccc(Cl)c1CNc1ccc2c(c1)OCO2 | 68.9* | -2.8
CCCC(=O)Nc1ccccc1NC(=O)COc1cccc(C)c1C | -1.7 | 0.9
COc1ccccc1-c1nc(-c2ccc(Br)cc2)c(CC(=O)O)s1 | 3.0 | -8.3
CS(=O)(=O)N(CC(=O)NCC1CCCO1)c1cccc([N+](=O)[O-])c1 (stereo not given) | 0.0 | -2.4
CCc1ccccc1NC(=O)C1CCCN(C(=O)c2cccc(Cl)c2)C1 (stereo not given) | 30.4 | 3.2
O=C(Nc1ccccc1)N1CCC(N2CCN(Cc3ccc(F)cc3)C2=O)CC1 | 4.5 | -1.2
COc1ccc(CC(=O)N2CCC(Oc3ccc(C)cc3)CC2)cc1 | 20.6 | -3.7
Cc1ccc(OCC(=O)Nc2ccc(C)cc2Br)cc1 | -10.6 | -4.0
O=[N+]([O-])c1ccc(-c2nc(C=Nc3ccc(O)cc3)c(O)o2)cc1 | 7.0 | -3.3
Cc1ccc2nc(-c3cccc([N+](=O)[O-])c3)[nH]c2c1 | 12.5 | -3.1
CC1C(=O)N(c2ccc(F)c(Cl)c2)CCN1C(=O)c1ccccc1Cl (stereo not given) | 8.1 | -4.4
Cc1ccc(NC(=O)CCc2ccc3nc[nH]c3c2)cc1 | -4.1 | -4.3
O=C(O)c1ccc(Nc2ccc(OC(F)(F)F)cc2)c([N+](=O)[O-])c1 | 29.0 | -0.1
CC1(C)C(=O)N(CCN2CCC(C(=O)c3ccc(F)cc3)CC2)c2ccccc21 | . | 1.5
O=C(C1=CN(c2cccc(Cl)c2)c2ccccc2S1(=O)=O)N1CCCCC1 | 5.0 | -2.0

As entered above.
In Pf apPOL inh, CC1(C)C(=O)N(CCN2CCC(C(=O)c3ccc(F)cc3)CC2)c2ccccc21 is listed with 1.5
In Pf apPOL inh, O=C(O)c1ccc(Nc2ccc(OC(F)(F)F)cc2)c([N+](=O)[O-])c1 is listed with -0.1

(continued)
SMILES | mHTT-CaM PPI inh | Pf apPOL inh
O=c1[nH]nc(SCCO)c(=O)[nH]1 | 3.5 | -9.0
CC(C)Oc1ccc(C(=O)Nc2cccc(Br)c2)cc1 | -19.7 | -5.7
CC(C)c1ccc(NC(=O)C(NC(=O)/C=C/c2ccc3c(c2)OCO3)c2ccccc2)cc1 (stereo not given) | 10.0 | -0.2
CCCCNC(=O)CSc1nc2nc(C)c(Cc3ccccc3C)c(C)n2n1 | 8.0 | -6.9
CN1C(=O)c2c(sc3c2CCCC3)NC1c1ccc(O)cc1 (stereo not given) | 32.0 | 9.0
O=C(NCc1ccc(F)cc1Cl)C1CCCN(c2cnc3nccnc3c2)C1 (stereo not given) | -6.4 | 0.0
CCSc1nnc(-c2ccncc2)n1-c1ccccc1 | 3.1 | -3.9
S=C1NCN(CC2CCCO2)CN1 (stereo not given) | . | -6.7
CCc1cc(=O)oc2c(C)c3occ(-c4ccc(OC)cc4)c3cc12 | 0.0 | -3.1
Cc1cccc(CN2CCc3nc(N4CCN(c5ccccc5F)CC4)ncc3C2)c1 | 4.9 | 6.6
O=C(O)C1CC(=O)N(c2ccc(OC(F)(F)F)cc2)C1 (stereo not given) | . | -5.6&-6.6
CCN1CCCC1CNC(=O)c1c[nH]c2ccc(S(=O)(=O)N(CC)CC)cc2c1=O (stereo not given) | 9.0 | -10.2
NNC(=O)c1cn2ccc3ccccc3c2n1 | 1.0 | 0.2
CCCCC[C@@H](C)N1C[C@@H](COCc2ccccc2)Oc2cc(N3CC[C@H](O)C3)ccc2S1(=O)=O | 89.7* | -3.3
O=c1/c(=C/c2ccccc2F)sc2nc3ccccc3n12 | 3.0 | -4.7
Cc1c(C(=O)Nc2sc3c(c2C(=O)NC2CCS(=O)(=O)C2)CCCC3)oc2ccccc12 (stereo not given) | 5.0&0.6 | -1.6&-9.5
O=[N+]([O-])c1cc(C2SCCS2)ccc1SCc1ccco1 | . | 4.9
Nc1cc(C2CCN(C(=O)NC3CCCCC3)CC2)no1 | -2.9 | -1.0
Cc1ccc(C(C)C)c(OCCN2C(=O)c3ccccc3C2=O)c1 | -104.0 | -0.6
O=c1/c(=C/c2ccccc2)sc2nc(-c3cccs3)nn12 | 4.0 | -11.6
Cc1ccc(C(Nc2ccccn2)c2ccc3cccnc3c2O)cc1 (stereo not given) | 99.0* | 3.4
O=C(Nc1cc(F)ccc1F)c1c(O)c2cccnc2n(-c2cccc(F)c2)c1=O | -5.9 | -1.9
Cc1cc(C(=O)N2CC(C(=O)Nc3ccc4c(c3)OCCO4)C2)no1 | -4.3 | 11.4
CC(=O)n1c(C=Nc2ccc(Cl)cc2)c(O)c2ccccc21 | -2.0 | -0.8
CCCN1CCN(c2ncc3c(n2)CCN(Cc2cc(OC)c(OC)cc2OC)C3)CC1 | 12.7 | -1.4

Complete entries from above:
Entry for `Cc1ccc(C(C)C)c(OCCN2C(=O)c3ccccc3C2=O)c1` → mHTT-CaM PPI inh = -104.0; Pf apPOL inh = -0.6
Entry for `Cc1cccc(CN2CCc3nc(N4CCN(c5ccccc5F)CC4)ncc3C2)c1` → mHTT-CaM PPI inh = 4.9; Pf apPOL inh = 6.6

Some of these compounds in order of SMILES length, ascending:
SMILES | mHTT-CaM PPI inh | Pf apPOL inh
CC(C)Oc1ccc(C(=O)Nc2cccc(Br)c2)cc1 | -19.7 | -5.7
O=[N+]([O-])c1cc(C2SCCS2)ccc1SCc1ccco1 | . | 4.9
CC(=O)n1c(C=Nc2ccc(Cl)cc2)c(O)c2ccccc21 | -2.0 | -0.8
Cc1ccc(C(C)C)c(OCCN2C(=O)c3ccccc3C2=O)c1 | -104.0 | -0.6
Cc1cc(C(=O)N2CC(C(=O)Nc3ccc4c(c3)OCCO4)C2)no1 | -4.3 | 11.4
Cc1c(C(=O)Nc2sc3c(c2C(=O)NC2CCS(=O)(=O)C2)CCCC3)oc2ccccc12 (stereo not given) | 5.0&0.6 | -1.6&-9.5

(next part)
SMILES | mHTT-CaM PPI inh | Pf apPOL inh
COc1ccc(SCCN2CCN(CC(C)C)CCC2=O)cc1 | 7.8 | -2.1
O=C(c1cc(F)c(F)cc1Cl)N1CCN(c2ccc([N+](=O)[O-])c(NC3CC3)c2)CC1 | 34.0&7.9 | 3.5&-7.7
COc1cccc(CC(=O)NCc2cccnc2-c2ccccc2)c1 | -5.5 | -1.9
CSc1nnc2c(n1)OC1(Nc3ccccc3-2)C(=O)Nc2ccc([N+](=O)[O-])cc21 (stereo not given) | 7.0 | 0.8
O=C(c1cnn2cc(Br)cnc12)N1CCCC1c1ccc(F)cc1 (stereo not given) | 2.8 | -2.3
COc1ccc(C2=CC(c3cccc(OC)c3OC)n3ncnc3N2)cc1 (stereo not given) | -2.0 | -6.4
CCCCN1CC(COC)Oc2cccc(F)c2S1(=O)=O (stereo not given) | -8.8 | -1.0
Cc1ccc(OS(=O)(=O)c2cc(Cl)c(Cl)cc2Cl)c([N+](=O)[O-])c1 | . | -1.5&-13.6
COCCCNC(=O)c1cc2c(=O)n3cccc(C)c3nc2n(CCCOC)c1=N | 6.0 | -0.8
COCCNC(=O)c1ccc2c(c1)OCO2 | -7.9 | -11.9
O=C(O)CCNS(=O)(=O)c1ccc2c(c1)OCCO2 | -3.1 | -2.1
Cc1cc(C)c(C)c(OCCCCN2CCOCC2)c1 | 0.0 | -3.2
O=C(CCS(=O)(=O)c1cccc2nsnc12)Nc1cccc(F)c1 | -1.0 | -3.3
Cc1c(NC(=O)C2CCC2)cccc1-n1cnnn1 | -4.5 | -0.8
COc1ccc(CC(=O)N2CCn3c(C)nnc3C2)c(Cl)c1 | -13.4 | -0.4
CC(=O)N1CC(C(=O)NCc2ccccn2)CCC1c1ccc(F)c(C)c1 (stereo not given) | 80.3* | -15.4
Cc1cc(Br)ccc1NC(=O)Cc1c(C(=O)O)[nH]c2ccc(Cl)cc12 | 7.0 | -9.1
CCn1c(=O)c(N2CCN(C(=O)C3CCCCC3)CC2)nc2ccccc21 | -3.1 | -6.3
O=[N+]([O-])c1ccc(-c2nc(NCCCN3CCOCC3)c3ccccc3n2)cc1 | 45.6 | -8.4
Cc1ccc(C2=NN(CC(=O)NC3CCCCC3C)C(=O)CC2)cc1 (stereo not given) | 2.0 | -15.6
CCC(C)NC(=O)CSC1=Nc2ccccc2C2=NC(CC(=O)NCc3ccco3)C(=O)N12 (stereo not given) | 4.0 | 0.6
Cc1ccc(NC(=O)c2cccc(OC(C)C)c2)c([N+](=O)[O-])c1 | 13.5 | 3.1
COc1cccc2c1Oc1ccccc1N=C2N1CCN(C(=O)C(C)C)CC1 | 32.8 | 1.8
CSCCn1c(C(C)(C)C)cc(C(=O)O)c1C | . | 1.2
O=C(Nc1ccc2nncn2c1)c1ccc(Cl)cc1 | 4.7 | 3.9
SMILES | mHTT-CaM PPI inh | Pf apPOL inh
COc1ccc(/C=C2/N=C(c3cncc(Br)c3)OC2=O)c(OC)c1OC | -4.0 | 0.8
C=C(C)COc1cc2occ(-c3ccc4c(c3)OCCO4)c(=O)c2cc1CC | -14.2 | 0.4
CC(=O)Oc1ccc2c(c1)OC(=CC=Cc1ccccc1)C2=O | 9.3 | -8.1
O=C(O)C1CCCCC1C(=O)Nc1nnc(-c2cccs2)s1 (stereo not given) | -1.3 | -3.2
CCCCC(=O)Nc1c2c(nn1-c1ccc(Cl)cc1)CSC2 | -1.0 | 0.3
Cc1ccc(C)c(CNC(=O)C2CCn3c(nc4ccccc43)C2)c1 (stereo not given) | 12.1 | -2.2
O=C1OC(c2ccc(Cl)cc2Cl)=N/C1=C/c1ccc2c(c1)OCO2 | -1.0 | -7.0
Cc1ccc(OCCN(C)C)c(Br)c1 | 1.5 | -3.7
COC(=O)c1ccccc1Sc1c(-c2ccccc2)nc2ncccn12 | . | -3.7&-8.8
O=C1CCCC2=C1C(c1cccc(O)c1)NC(=S)N2 (stereo not given) | 0.0 | -4.7
CC(C)Sc1nc2ccc(Br)cc2[nH]1 | -4.0 | -0.8
C=CCSc1nc2ccccc2n1CC(=O)O | -3.9 | -0.2
CCOc1ccc(C2=C/C(=C/c3cc(OC)c(OC)c(OC)c3)C(=O)O2)cc1 | 8.0 | 0.1
Cc1cccc(CN2CCCn3nc(C(=O)Nc4cc(Cl)ccc4C)cc3C2=O)c1 | -10.7 | -1.1
COc1ccc(CCN(C)CCCN2CC(c3ccccc3)CC2=O)cc1OC (stereo not given) | -3.0 | -4.4
Cc1ccccc1-c1noc(C2CCN(CC(=O)Nc3ccccc3Cl)CC2)n1 | -3.2 | 0.6
CCOC1C(C(O)COC2OC(COC(C)=O)C(OC(C)=O)C(OC(C)=O)C2NC(C)=O)OC2OC(C)(C)OC21 (stereo not given) | -0.2 | -3.2
O=Cc1ccc(OCc2ccc(I)cc2)cc1 | -13.4 | -6.6
CCN1C(=O)C(C)(C(=O)NCc2ccc(C)cc2)Oc2cccnc21 (stereo not given) | -4.0 | -1.8
O=C(NCCc1csc(-c2ccccc2)n1)C1CSCN1C(=O)c1cccc(F)c1 (stereo not given) | 3.1 | -3.3
O=C(Nc1ccc(Cl)cn1)c1cc(I)ccc1Cl | -5.8 | -4.2

Screening results as filed in PubChem.
